High-throughput results from PubChem BioAssay.
BH1578 lux ind: induces V. cholerae light production without autoinducers | V. cholerae BH1578 lux reporter, luminescence, 6 h | hit rate 0.16% among 350,000 | activation, % at 18.7 µM | AID 588436; in the data active = activation mostly above about 9.7%, no sharp cut-off; note: not every result past the cut was called active; inactives centre near 0; reference of the scale not given here
GDH-TPI inh: inhibits GDH-TPI coupling enzymes, artifact for Mtb FBA screen. GDH-TPI coupled enzyme counterscreen, NADH absorbance. inhibition, % at 4.8 µM. hit rate 1.2% among 360,000; in the data active = inhibition above about 30%;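 note: 0% = DMSO wells and 100% = wells lacking the enzyme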
BioA inh: inhibitors of Mycobacterium tuberculosis BioA enzyme. inhibition, % at 9.99 µM. AID 602481. hit rate 0.096% among 360,000. purified M. tuberculosis BioA enzyme, plate reader; in the data active = inhibition above about 40%
Yp Topo-I inh: blocks Yersinia pestis topoisomerase I activity; hit rate 0.064% among 360,000; Y. pestis Topo-I cleavage product accumulation, plate reader; AID 504884; activity, % at 10 µM; in the data active = activity above about 50%, passing the limit was not always enough; note: inactives centre near 2
UGM FP inh: inhibitors of M. tuberculosis UDP-galactopyranose mutase; AID 504406; P9WIQ1; purified UGM, fluorescence polarization probe displacement; inhibition, % at 10 µM; hit rate 0.06% among 320,000; in the data active = inhibition above about 10%, passing the limit was not always enough
Target sequence (P9WIQ1 whole entry, looked up): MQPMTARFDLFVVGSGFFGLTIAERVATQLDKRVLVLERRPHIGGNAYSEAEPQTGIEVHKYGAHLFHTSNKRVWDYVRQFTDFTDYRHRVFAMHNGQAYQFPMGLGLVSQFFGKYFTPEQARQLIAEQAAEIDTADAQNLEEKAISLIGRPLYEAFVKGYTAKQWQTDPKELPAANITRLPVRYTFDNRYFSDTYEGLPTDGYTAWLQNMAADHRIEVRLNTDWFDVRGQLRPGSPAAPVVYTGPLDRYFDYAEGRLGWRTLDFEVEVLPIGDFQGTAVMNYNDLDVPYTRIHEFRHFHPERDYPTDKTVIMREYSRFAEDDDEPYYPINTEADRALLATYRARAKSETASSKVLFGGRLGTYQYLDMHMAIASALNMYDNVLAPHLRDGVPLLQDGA
FadD28 FP inh: inhibitors of Mycobacterium tuberculosis FadD28 bisubstrate binding; FadD28 bisubstrate probe binding, fluorescence polarization; inhibition, % at 12.5 µM; hit rate 0.22% among 360,000; in the data active = inhibition above about 8.5%, passing the limit was not always enough
TcdB GH inh: inhibitors of Clostridioides difficile toxin B glycohydrolase. hit rate 0.24% among 350,000. TcdB glycohydrolase enzymatic assay, plate reader. P18177. inhibition, % at 9.99 µM. AID 652162; in the data active = inhibition above about 10%
Mtb FBA inh: inhibits M. tuberculosis FBA enzyme | hit rate 2.3% among 360,000 | inhibition, % at 1 µM | purified M. tuberculosis FBA, fluorescence read-out | P9WQA3 | AID 588726; in the data active = inhibition above about 27%;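 note: 0% = vehicle and 100% = reference inhibitor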
Target sequence (P9WQA3 whole entry, looked up): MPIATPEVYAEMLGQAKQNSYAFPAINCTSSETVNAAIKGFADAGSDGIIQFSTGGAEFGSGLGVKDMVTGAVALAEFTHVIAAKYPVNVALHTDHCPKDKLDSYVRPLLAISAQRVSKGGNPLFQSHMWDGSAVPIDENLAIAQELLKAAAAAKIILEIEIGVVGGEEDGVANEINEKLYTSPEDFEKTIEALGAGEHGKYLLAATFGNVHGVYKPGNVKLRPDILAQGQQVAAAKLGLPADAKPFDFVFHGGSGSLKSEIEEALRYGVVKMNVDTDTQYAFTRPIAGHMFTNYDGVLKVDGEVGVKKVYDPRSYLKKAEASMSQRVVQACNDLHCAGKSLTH
PfHsp40 yeast: rescue of PfHsp40-mediated yeast toxicity; S. cerevisiae expressing PfHsp40, growth rescue, ATP luminescence; growth rescue, % at 12.5 µM; hit rate 0.68% among 340,000; AID 504582; in the data active = growth rescue above about 28%, passing the limit was not always enough;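 note: yeast W303a lacking pdr1 and pdr3 grown in galactose medium; growth measured after three days at 30 °C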
* marks the source's active call; other numbers are inactive results; i = inactive; . = not tested or not shown; + = active, no number; & = joins results of further samples.

SMILES	BH1578 lux ind	GDH-TPI inh	BioA inh	Yp Topo-I inh	UGM FP inh	FadD28 FP inh	TcdB GH inh	Mtb FBA inh	PfHsp40 yeast
Nc1ccc2nc(-c3cccc(-c4nc5ccc(N)cc5[nH]4)c3)[nH]c2c1	i	27	.	-51	-0.8	-0.9	0.3	0	1.4
NC(=O)c1sc2nc(-c3cccs3)ccc2c1N	1.2	25	-0.1	2	2.3	0.8	0.0	76*	0.1
COCCNC(=O)CC(=O)N/N=C/c1cccc(C(=O)OC)c1	-0.1	2	.	9	-1.6	-1.5	0.6	-1	-0.2
COc1ccc(OC2C(=O)N(Cc3ccc4c(c3)OCO4)C2c2sccc2C)cc1 (centres undefined)	-9.2	2	-0.9	-10	1.3	0.9	1.1	-2	0.6
CCCN(CCO)Cc1cccc(Br)c1	i	-4	-0.1	2	-3.7	-3.6	.	0	0.5
CN(c1ccc(C(=O)NCCCn2ccnc2)cc1)S(C)(=O)=O	0.9	7	-1.0	-6	-0.7	-0.4	1.2	-3	-1.5
CCCS(=O)(=O)NC(=O)C1(C)CCN(C(=O)c2cc(F)ccc2C)C1 (centres undefined)	i	-5	-0.3	5	.	-1.3	0.5	-2	.
CCOC(=O)NC1(C(F)(F)F)NC(=O)N(Cc2ccco2)C1=O (centres undefined)	-0.2	18	-0.5	7	-1.5	0.9	-0.7	1	2.4
COc1cc(OC)cc(-n2nc(C(=O)N3CCC4(CC3)OCCO4)c3ccccc3c2=O)c1	-0.4	-1	1.4	2	4.3	-1.2	.	-3	-0.5
Cc1cc(C(C2C(=O)CC(C)(C)CC2=O)C2C(=O)CC(C)(C)CC2=O)cc(C)c1OC(F)F	-0.1	0	1.2	-4	1.2	1.4	-0.1	0	1.1
O=C(c1ccc([N+](=O)[O-])cc1)N(Cc1ccccc1)c1ccccn1	0.8	8	0.3	6	-0.6	-2.0	0.8	-1	0.4
Cc1noc(C)c1NC(=O)N(C)C[C@@H]1Oc2ncc(Br)cc2C(=O)N([C@H](C)CO)C[C@@H]1C	-1.1	6	-0.2&-0.5	10	.	-2.9	-0.8&0.4	-2	.
O=C(C1CCN(S(=O)(=O)c2cccc3cccnc23)CC1)N1CCN(C2CCCC2)CC1	-0.5	-2	-0.4	3	-0.7	0.5	-1.5	0	1.3
CN(C)S(=O)(=O)c1ccc(C(=O)OCC(=O)Nc2ccc(OC(F)F)cc2)cc1	i	-14	-0.4	3	0.6	-3.4	0.8	1	0.3
c1ccc2c(c1)CCCC2NC1=NCCC1 (centres undefined)	-0.5	5	-1.3	4	-1.9	1.2	.	1	-0.1
CC(C)OC(=O)/C(C#N)=C/c1ccc(-c2ccc(SC(F)F)cc2)o1	i	1	.	-1	1.8	-0.3	.	-3	-0.6
C=C(C)Cn1c(-c2ccc(OC)cc2)nc2ccccc21	-0.3	2	5.0	17	1.0	-5.8	.	9	-0.9
CC1CCN(Cc2c(C(=O)N/N=C/c3cc(Cl)ccc3O)nnn2-c2nonc2N)CC1	-0.2	12	-0.8	15	-1.2	-3.5	1.8	7	15
CCC(C)NC(=O)c1ccccc1NC(=O)COc1ccc(OC)cc1 (centres undefined)	i	1	0.1	4	.	-3.9	1.2	3	-1.2
O=C(COC(=O)CNC(=O)C12CC3CC(CC(C3)C1)C2)NC1CCS(=O)(=O)C1 (centres undefined)	i	6	.	0	-2.1	-1.7	0.4	-4	-0.7
Cc1cc(=O)oc2c(C)c(OC(C)C(=O)NCCN3CCOCC3)ccc12 (centres undefined)	i	5	.	-2	1.1	-1.9	0.9	13	0.6
NC(=O)c1ccc(-c2nnn(CC(=O)N(C3CCCCC3)C3CCS(=O)(=O)C3)n2)cc1 (centres undefined)	-2.5	6	3.5	-4	.	-1.3	0.5	3	-1.2
Cc1c(NC(=O)C(C)NCC2CCCO2)c(=O)n(-c2ccccc2)n1C (centres undefined)	-0.4	7	-0.7	-3	-0.8	-0.2	.	+	-0.5
O=[N+]([O-])c1ccc2nc(-c3cccnc3)[nH]c2c1	-0.8	21	25	-9	2.4	-5.3	2.2	-2	1.0
O=C(CS(=O)(=O)Cc1ccccc1)c1ccccc1	-5.3	-15	-1.1	2	.	-4.6	0.2	-1	.
O=C(NCc1ccc2c(c1)OCO2)C1CCN(S(=O)(=O)c2ccc(Br)s2)CC1	i	9	3.1	-10	4.1	-3.1	.	5	5.5
COc1ccc(NC(=O)COC(=O)c2ccc(OCc3c(C)noc3C)cc2)cc1OC	-5.3	-12	12	1	1.0	-1.8	.	0	-0.1
COCCOC(=O)c1[nH]c2c(c1C)C(=O)C(C(=O)OC)C(C)C2 (centres undefined)	-0.2	8	-0.2	0	-0.7	0.6	0.7	0	0.8
COc1ccccc1N(CC(=O)N1CCCCC1)S(=O)(=O)c1ccccc1	-0.4	4	0.1	3	-1.4	-2.4	.	3	0.5
O=C(Nc1ccc(C(=O)NCCCN2CCN(c3ccccc3)CC2)cc1)C1=CSCCO1	-0.4	6	2.6	7	1.0	-4.0	3.1	-5	0.4

In a second layout: 4 of the compounds above.
Each structure is followed by: BH1578 lux ind	GDH-TPI inh	BioA inh	Yp Topo-I inh	UGM FP inh	FadD28 FP inh	TcdB GH inh	Mtb FBA inh	PfHsp40 yeast
- O=C(NCc1ccc2c(c1)OCO2)C1CCN(S(=O)(=O)c2ccc(Br)s2)CC1
 : i	9	3.1	-10	4.1	-3.1	.	5	5.5
- COc1ccc(NC(=O)COC(=O)c2ccc(OCc3c(C)noc3C)cc2)cc1OC
 : -5.3	-12	12	1	1.0	-1.8	.	0	-0.1
- COCCOC(=O)c1[nH]c2c(c1C)C(=O)C(C(=O)OC)C(C)C2 (centres undefined)
 : -0.2	8	-0.2	0	-0.7	0.6	0.7	0	0.8
- COc1ccccc1N(CC(=O)N1CCCCC1)S(=O)(=O)c1ccccc1
 : -0.4	4	0.1	3	-1.4	-2.4	.	3	0.5

The list continues:
SMILES	BH1578 lux ind	GDH-TPI inh	BioA inh	Yp Topo-I inh	UGM FP inh	FadD28 FP inh	TcdB GH inh	Mtb FBA inh	PfHsp40 yeast
Cc1nn(C(C)C(=O)NCCCc2ccccc2)c(=O)c2cc3occc3n12 (centres undefined)	i	10	12	3	-6.5	-0.1	.	-1	0.2
C=CCS(=O)(=O)N1CCCC(Cc2ccccc2C)(C(=O)OCC)C1 (centres undefined)	-0.6	6	-0.3	-14	1.8	-2.2	3.2	-6	0.2
COc1cccc(CC(=O)Nc2nccs2)c1	-2.2	6	-1.3	14	2.7	-0.5	.	2	-0.6
Cn1c(CNc2ccc(F)cc2)nc2ccccc21	1.4	13	-0.5	-3	0.5	-2.6	0.6	4	-0.7
COC(=O)c1ccccc1NC(=O)CSc1nnc(-c2ccncc2)o1	i	2	0.5	-3	0.5	-2.2	.	3	0.4
Cc1ccc(C(=O)N/C(=C\c2cn(S(=O)(=O)N(C)C)c3ccccc23)C(=O)NCCCn2ccnc2)cc1	i	16	-3.5	5	-2.2	-2.5	1.0	0	0.3
Cc1ccccc1S(=O)(=O)Cc1ccc(C(=O)NC2CCCCC2)o1	i	5	.	4	-1.9	0.3	-1.0	5	-1.2
Cc1ccc([C@@H]2CC=C(C(=O)O)[C@H](c3ccccc3)N2S(=O)(=O)c2ccc(C)cc2)cc1	-0.4	3	0.5	5	1.2	-1.3	0.2	3	3.6
COc1ccc(CN2CCN(C(=O)c3cccc4ccccc34)CC2)cc1OC	i	5	3.9	28	2.3	-0.1	2.6	5	0.6
COc1ccc(NC(=O)c2c(NC(=O)CCC(=O)O)sc(-c3ccccc3)c2C)cc1	-0.2	3	.	15	-1.2	-2.7	1.6	-1	2.2
O=C(O)C1C2CCCCC2=C2CCCCC2C1C(=O)O (centres undefined)	i	0	-4.1	5	-2.8	-5.2	.	1	2.0
Cc1cc(NCCN2CCOCC2)n2nc(C)c(-c3ccc(Cl)cc3)c2n1	i	4	5.5	3	-0.8	-2.1	.	13	-1.2
CCOc1ccccc1N1CC(C(=O)Nc2cc(S(=O)(=O)N3CCOCC3)ccc2OC(C)C)CC1=O (centres undefined)	-3.5	2	-1.0	21	.	-5.1	1.5	0	-0.7
O=C1c2oc3ccccc3c(=O)c2C(c2ccc(O)cc2)N1c1nccs1 (centres undefined)	1.9	5	.	-10	-1.6	0.6	2.5	2	-0.9
Cc1cc(C)c(S(=O)(=O)N(C)CC(N)=O)c(C)c1	-1.5	2	-1.4	8	-1.4	-3.8	.	3	-0.8

Record cards, as listed above.
COc1cccc(CC(=O)Nc2nccs2)c1 in the list: BH1578 lux ind = -2.2; GDH-TPI inh = 6; BioA inh = -1.3; Yp Topo-I inh = 14; UGM FP inh = 2.7; FadD28 FP inh = -0.5; TcdB GH inh = .; Mtb FBA inh = 2; PfHsp40 yeast = -0.6
Cc1nn(C(C)C(=O)NCCCc2ccccc2)c(=O)c2cc3occc3n12 (centres undefined) in the list: BH1578 lux ind = i; GDH-TPI inh = 10; BioA inh = 12; Yp Topo-I inh = 3; UGM FP inh = -6.5; FadD28 FP inh = -0.1; TcdB GH inh = .; Mtb FBA inh = -1; PfHsp40 yeast = 0.2
Cc1cc(NCCN2CCOCC2)n2nc(C)c(-c3ccc(Cl)cc3)c2n1 in the list: BH1578 lux ind = i; GDH-TPI inh = 4; BioA inh = 5.5; Yp Topo-I inh = 3; UGM FP inh = -0.8; FadD28 FP inh = -2.1; TcdB GH inh = .; Mtb FBA inh = 13; PfHsp40 yeast = -1.2

More compounds follow:
SMILES	BH1578 lux ind	GDH-TPI inh	BioA inh	Yp Topo-I inh	UGM FP inh	FadD28 FP inh	TcdB GH inh	Mtb FBA inh	PfHsp40 yeast
COc1cc(C(=O)NCCC(=O)NC2CCCCCCC2)cc(OC)c1OC	-0.4	-8	2.1	2	-2.5	-0.1	.	-4	0.6
CC1CCN(c2ccccc2NC(=O)c2ccc(N3CCOCC3)c([N+](=O)[O-])c2)CC1	-0.5	-7	-1.5	9	0.2	0.0	-0.8	2	-0.6
Cc1cc(C)cc(OCC(=O)Nc2ccc3c(c2)OCO3)c1	i	10	.	1	0.4	-0.6	0.2	2	0.9
CNC(=S)NNC(=O)COc1cccc(C)c1C	.	-6	0.0	-2	2.2	-2.0	-0.5	0	-0.2
O=C(CCc1ccc(Oc2cc([N+](=O)[O-])cc([N+](=O)[O-])c2)cc1)Nc1cccc(Cl)c1	i	7	.	-26	-0.2	-1.5	.	-3	4.2
O=C(c1ccc(Cl)cc1)c1c[nH]c(C(=O)NNc2cccc(Cl)n2)c1	1.2	6	.	0	0.5	-0.6	0.7	-1	0.0
Cc1ccccc1NC(=S)C1=C(O)c2sccc2N(C)S1(=O)=O	0.8	27	0.4	0	-0.7	-4.0	.	5	1.0
CN(CC(=O)Nc1ccc(Cl)c(C(F)(F)F)c1)C(=O)c1cc(=O)[nH]c2ccccc12	i	-5	2.6	-9	-4.0	-7.0	-0.8	2	0.6
CC1(C(=O)NS(=O)(=O)c2cccc(Cl)c2)CCN1C(=O)Cc1ccc(-c2ccccc2)cc1 (centres undefined)	-0.4	-4	1.6	15	.	-5.2	-5.2	-1	.
C[C@H](CO)N1C[C@H](C)[C@@H](CN(C)S(=O)(=O)c2ccc(F)cc2)Oc2ccc(NS(=O)(=O)c3cccs3)cc2C1=O	-0.6	0	1.7&-4.2	-3	-1.4	1.2	-2.9&0.3	2	-0.3
CC(C(=O)NCC1(c2ccccc2)CCCC1)N1CCCC1 (centres undefined)	4.0	4	-0.4	7	-2.2	0.4	1.5	1	-0.2
CC(C)c1nnc(NC(=O)c2cc3ccccc3o2)s1	-0.7	19	.	2	-3.6	-1.5	1.7	5	-0.7
Cc1ccccc1CS(=O)(=O)c1ncc(Cl)c(C(=O)Nc2ccc(F)cc2)n1	0.0	8	1.7	5	0.6	-3.2	0.3	2	-1.0
CCC1=NN2C(=N)/C(=C/c3cc(C)n(-c4ccccc4)c3C)C(=O)N=C2S1	-0.4	22	-0.5	1	-3.3	-1.6	0.0	1	-1.0
COc1ccc(C=NNc2ccc([N+](=O)[O-])cc2S(=O)(=O)Nc2ccccc2C(=O)O)cc1OC	i	6	6.2	1	0.8	-1.2	-2.8	-11	6.6
Cc1cccc(-c2ccc3[nH]c4c(c3c2)CCN2C[C@@H]([C@H](C)OC(=O)Nc3ccccc3C)[C@@H](N(C)C(=O)Nc3ccccc3C)C[C@@H]42)c1	-1.0	9	-1.4	13	.	-1.5	3.0	3	.

Random draw from the library, and some 4.6% of all compounds hit somewhere here.
